STAT1 activator – increases IFN-gamma driven STAT1 reporter signal; NIH 3T3 STAT1-luciferase reporter, luminescence; 100% = IFN-gamma alone, no compound; AID 932; 200,000 compounds, 2.6% hits; activation (% of control), % at 5.5 µM;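 active = activation above the screen-wide mean activation plus 3 SD, cut at about 130% in these data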;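 also: raw ratio to IFN-gamma control signal so 100% means no change and 0% no light; values of inactives mirror those of a sister screen read the other way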
APP 5'UTR act – APP 5'UTR luciferase reporter activation | SH-SY5Y APP 5'UTR luciferase reporter, luminescence; zero percent = DMSO vehicle wells | activation, % at 2 µM | 190,000 compounds, 1% hits;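 active = activation above a set limit, based on mean plus 3 SD of controls, cut at about 140% in these data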; also: values of inactives mirror those of a sister screen read the other way
RAM inhibit – yeast RAM network inhibition | S. cerevisiae dse1pr::URA3 reporter, 5-FOA growth OD615, 2 d; analog-sensitive cbk1-as2 kinase mutant strain | inhibition, % at 50 µM | 190,000 compounds, 1.8% hits | AID 868;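 active = inhibition above a set limit, 3 SD over mean compound inhibition, cut at about 8.4% in these data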;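 also: 0% = DMSO-only wells with no growth and 100% = 10 µM 1-NA-PP1 full growth; inhibition rescues growth on 5-FOA so higher OD means more RAM inhibition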
APP transl inh – APP translation inhibition | SH-SY5Y APP 5'UTR-luciferase reporter, luminescence | inhibition, % at 2 µM | 190,000 compounds, 0.82% hits;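 active = inhibition above a set limit, derived from the sample mean plus 3 SD, cut at about 45% in these data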; also: values of inactives mirror those of a sister screen read the other way
STAT3 act – STAT3 signaling activation; 190,000 compounds, 0.91% hits; activation (% of control), % at 5.6 µM; AID 871; U3A cells, IL-6 STAT3-luciferase reporter, luminescence; 100% = signal with IL-6 EC80 alone;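 active = activation above the screen-wide mean of compound activation plus 3 SD, cut at about 130% in these data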;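 also: 0% = background luminescence of wells with medium and substrate only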
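Test system: STAT3-luciferase reporter U3A cells; Detection: reporter luminescence signal; Times: 1 h compound pre-exposure, 6 h IL-6 stimulation, 37 °C; Benchmarks: IL-6-only high control; Also added: IL-6 stimulus at 33 ng/mL final.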
FLuc inh counter – counter-screen for luciferase assay inhibitors: firefly luciferase inhibition | inhibition, % at 10 µM | P08659 | ATPLite firefly luciferase biochemical luminescence, 10 min | 200,000 compounds, 1.5% hits;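 active = inhibition above about 50% when tested at 10 µM, limit read from the data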
Target sequence (P08659 whole entry, looked up): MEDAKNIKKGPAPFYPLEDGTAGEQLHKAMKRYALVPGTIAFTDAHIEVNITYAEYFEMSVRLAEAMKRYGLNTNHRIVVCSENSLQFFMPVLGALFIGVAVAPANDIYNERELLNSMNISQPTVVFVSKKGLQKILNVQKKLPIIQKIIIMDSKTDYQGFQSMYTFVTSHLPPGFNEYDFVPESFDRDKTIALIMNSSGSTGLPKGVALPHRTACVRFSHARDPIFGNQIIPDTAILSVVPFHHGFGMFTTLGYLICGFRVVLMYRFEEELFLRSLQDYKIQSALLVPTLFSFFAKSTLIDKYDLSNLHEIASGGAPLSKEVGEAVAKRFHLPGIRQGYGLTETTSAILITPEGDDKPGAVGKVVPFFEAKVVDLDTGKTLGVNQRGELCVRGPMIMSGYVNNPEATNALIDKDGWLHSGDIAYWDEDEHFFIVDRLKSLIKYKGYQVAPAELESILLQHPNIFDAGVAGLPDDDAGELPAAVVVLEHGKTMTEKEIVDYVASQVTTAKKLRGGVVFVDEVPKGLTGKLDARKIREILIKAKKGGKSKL
Hsp70 act – transcriptional activators of Hsp70. activation, % at 10 µM. HeLa Hsp70 promoter luciferase reporter, luminescence; scaled: vehicle 0, proteasome-inhibitor control 100%. 200,000 compounds, 0.04% hits;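 active = activation above the mean across all tested compounds plus 3 SD, cutoff set per campaign, cut at about 5.5% in these data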;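 also: 100% = MG132 at 30 µM as the positive control and 0% = DMSO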
NF-kB neuron act – NF-kB expression increase, human neuronal cells; fold change at 12.5 µM; 190,000 compounds, 1.6% hits; NF-kB reporter expression; stronger effect = higher value; in the data active = fold change above about 3.3
STAT3 inh – STAT3 signaling inhibition; U3A cells, IL-6 STAT3-luciferase reporter, luminescence; host cell line lacks STAT1; inhibition, % at 5.5 µM; 190,000 compounds, 0.89% hits; AID 862;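 active = inhibition above the mean inhibition across all screened compounds plus 3 SD, cut at about 44% in these data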;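 also: 0% = DMSO only wells and 100% = 100 µM nifuroxazide control wells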
STAT1 blocker – inhibitors of IFN-gamma induced STAT1 signaling; NIH 3T3 STAT1-luciferase reporter, luminescence; inhibition, % at 5.5 µM; 200,000 compounds, 0.35% hits; AID 920;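 active = inhibition above a set limit, the mean inhibition across all tested compounds plus 3 SD, cut at about 34% in these data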;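 also: 0% = IFN-gamma with DMSO and 100% = IFN-gamma with 300 µM nifuroxazide; values of inactives mirror those of a sister screen read the other way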
* marks the source's active call; other numbers are inactive results; / = not tested or not shown.

SMILES	STAT1 activator	APP 5'UTR act	RAM inhibit	APP transl inh	STAT3 act	FLuc inh counter	Hsp70 act	NF-kB neuron act	STAT3 inh	STAT1 blocker
CCOC(=O)Cc1nnc(NC(=O)C(CC)Sc2nncn2C)s1 (configuration not stated)	101	1	1.3	-1	103	-7	-0.5	1.2	-5	-4
O=C(O)Cn1nc(C(F)(F)F)c2c1CCCC2	102	8	-0.4	-8	100	0	0.0	0.99	12	-3
NC(=O)CSc1nnc2ccc(-c3ccc(Cl)cc3)nn12	104	-15	3.7	15	70	-3	-0.5	1.2	41	-4
CCn1c(COc2cccc(C)c2)nnc1SCC(=O)CC(=O)Nc1ccccc1OC	101	15	2.8	-15	116	-4	0.1	0.97	-14	-1
CSc1ccccc1NC(=O)Nc1cccc(Cl)c1Cl	101	9	3.9	-9	91	-4	-0.5	1.3	12	-1
O=C(NC(Nc1ccc(F)cc1)(C(F)(F)F)C(F)(F)F)c1cccnc1	102	1	0.6	-1	91	-3	-0.2	1.1	12	-2
CCOC(=O)CSc1nc(-c2ccccc2)nc2ccc(C)cc12	99	9	7.4	-9	101	-2	-0.1	1.1	6	0
CCOC(=O)N1CCN(C(=O)Cc2ccc(-n3c(=S)[nH]c4ccccc4c3=O)cc2)CC1	103	3	2.2	-3	97	-9	0.4	0.94	4	-3
CCOC(=O)c1cc(-c2ccccc2)n(CCC(=O)N2CCN(c3ccc(OC)cc3)CC2)c1C	102	2	2.5	-2	105	-8	-0.4	1.1	-6	-2
CSc1nsc(SC)c1NC(=O)OCCc1ccccn1	98	8	-0.3	-8	95	3	-0.5	1.1	9	3
COc1cccc(Nc2ncccc2C(=O)O)c1	104	14	2.8	-14	110	5	-0.1	1.5	-6	-4
CCS(=O)(=O)Nc1cccc(-c2nc3cccnc3s2)c1C	112	32	2.6	-32	103	5	0.2	1.6	6	-14
c1ccc(Cn2nnc3c(N4CCN(Cc5ccc6c(c5)OCO6)CC4)ncnc32)cc1	113	3	-1.0	-3	100	-8	-0.4	1.1	3	-14
CCn1cc(Br)c(C(=O)Nc2ccc(Cl)cc2Cl)n1	99	19	3.6	-20	93	-6	-0.1	1.1	12	2
O=C(O/N=C1\CCCc2ccccc21)c1ccc(F)cc1	127	15	2.6	-16	96	87*	0.3	1.5	9	-29
Cc1ccc(S(=O)(=O)/N=C(\N)c2ccc(F)cc2)cc1	93	12	1.5	-12	99	-6	-0.4	1.1	4	5
Cc1cccc(CCNC(=O)CCCOc2cc(=O)n(C)c3ccccc23)c1	92	17	-0.1	-17	86	-1	0.0	1.1	19	8
COc1ccc(/C=N/Nc2nccnc2Cl)cc1	103	164*	1.5	-164	69	70*	-0.3	3.2	37	-4
CCOc1cccc(CN2CCN(CCc3ccccc3)C(CCO)C2)c1O (configuration not stated)	100	10	1.0	-10	110	-8	0.0	1.1	-5	-2
Cc1cc(C(=O)N2CCN(c3ccccn3)CC2)no1	94	4	3.2	-4	89	-8	-0.2	1	20	8
CC(=O)Nc1ccc2c(c1)nc1n2CCOC1	102	-7	0.6	7	93	-5	-0.6	1.1	10	3
Cc1ccc(S(=O)(=O)N(C)c2ccccc2)cc1	107	-22	0.5	22	103	-2	-0.1	1.1	-4	-2
CC(C)c1cc(C(=O)N2CCCC(CCC(=O)NCc3ccccc3F)C2)n(C)n1 (configuration not stated)	84	-5	1.9	4	83	-3	-0.5	1.2	23	16
CCOC(=O)N1CCC(N(CCN(C)C)C(=S)Nc2ccc(OCC)cc2)CC1	102	-1	1.1	1	103	-2	-0.2	1.1	2	0

Compounds listed so far containing two or more sulfur atoms, in the order listed:
SMILES	STAT1 activator	APP 5'UTR act	RAM inhibit	APP transl inh	STAT3 act	FLuc inh counter	Hsp70 act	NF-kB neuron act	STAT3 inh	STAT1 blocker
CCOC(=O)Cc1nnc(NC(=O)C(CC)Sc2nncn2C)s1 (configuration not stated)	101	1	1.3	-1	103	-7	-0.5	1.2	-5	-4
CSc1nsc(SC)c1NC(=O)OCCc1ccccn1	98	8	-0.3	-8	95	3	-0.5	1.1	9	3
CCS(=O)(=O)Nc1cccc(-c2nc3cccnc3s2)c1C	112	32	2.6	-32	103	5	0.2	1.6	6	-14

(further entries)
SMILES	STAT1 activator	APP 5'UTR act	RAM inhibit	APP transl inh	STAT3 act	FLuc inh counter	Hsp70 act	NF-kB neuron act	STAT3 inh	STAT1 blocker
CC(NC(=O)c1cc(-c2cccs2)on1)c1ccccc1 (configuration not stated)	100	8	3.3	-8	85	-3	-0.1	0.96	19	0
CN1C(=O)c2ccccc2N(C)C1c1ccccc1Cl (configuration not stated)	100	4	2.4	-4	106	-2	0.1	0.94	0	-1
CCN(Cc1ccncc1)C(=O)CCc1nnc(CCc2ccc(OC)cc2)o1	104	10	2.4	-10	106	-3	-0.1	0.8	-4	-7
CCOC(=O)N/N=C1\CC(C)CC(C)(C)C1 (configuration not stated)	101	-11	0.6	11	95	-6	-0.1	1	8	-1
CSCC(=O)N1CCCC(CNC(=O)c2ccccc2Cl)C1 (configuration not stated)	108	14	0.9	-14	104	-6	0.0	1.3	-2	-11
O=C(Cc1cccs1)Nc1ccc(Cl)cc1	107	61	5.7	-61	124	5	0.6	1.9	-25	2
CCOC(=O)c1cn(CC(=O)Nc2ccc(C)cc2)nn1	106	0	0.9	0	99	-9	-0.2	0.92	5	-6
O=C(CCC(=O)OCc1ccc([N+](=O)[O-])cc1)Nc1ccccc1Cl	98	16	2.4	-16	95	-4	-0.1	1.2	14	2
N/C(Cc1cccc2ccccc12)=N\OC(=O)COc1ccccc1	94	1	1.2	-1	100	0	-0.2	1.3	4	7
CC(=O)Nc1ccc(S(=O)(=O)c2c(N)n(CCN3CCOCC3)c3nc4ccccc4nc23)cc1	101	26	2.1	-26	99	-6	0.6	0.93	5	0
CC(C)Cc1nc2sc3c(NCc4ccco4)ncnc3c2c2c1COC(C)(C)C2	89	-3	4.0	3	99	-5	0.0	0.46	10	11
COC(=O)c1ccc(Cl)c(NC(=O)CN2CCOCC2)c1	96	/	0.9	10	97	-4	0.0	1.2	6	0
O=C(CSc1ccc(-c2ccc(F)cc2)nn1)N1CCCCC1	112	18	0.5	-18	102	-3	0.2	1.4	0	-13
C(=N\N1CCN(C2c3ccccc3-c3ccccc32)CC1)/c1ccncc1	102	-2	0.6	2	101	-4	-0.1	0.99	8	-5
Cc1cccc(CN2CCN(C(=O)c3ccccc3F)CC2)c1	103	20	1.6	-20	99	-4	-0.1	1.1	5	1
O=C(CSc1ccc(Cl)cc1)Nc1cccc(NC(=O)c2ccco2)c1	102	19	2.6	-19	96	-1	-0.3	1.3	12	-3
CCN1CCN(Cc2c(O)ccc3c(=O)c(-c4ccc(OC)c(OC)c4)c(C)oc23)CC1	95	1	2.5	-2	109	-3	-0.4	1.2	-3	6
CC(C)(C)C(=O)NC1CCN(S(C)(=O)=O)CC1	91	19	1.8	-19	89	-8	-0.5	1.2	16	-6
CCOC(=O)C1=C(C)NC(=NC)SC1c1ccccc1 (configuration not stated)	93	7	1.6	-7	106	-8	-0.4	1.1	-5	8
CCN1CCCC1CNC(=O)C1CCN(Cc2nc(-c3cccc(Br)c3)oc2C)CC1 (configuration not stated)	95	5	-0.6	-5	98	-8	-0.5	0.71	13	6
CCCc1c(CC)c(=N)c2ccccc2n1C	86	2	1.9	-2	81	5	-0.6	0.68	32	16
CCc1cc2c(=O)[nH]c(CC(N)=O)nc2s1	94	17	2.2	-17	101	-6	-0.1	1.2	10	5
O=C(Nc1sc2c(c1-c1nc3ccccc3[nH]1)CCCC2)C1CC1	105	-15	2.7	15	98	2	0.0	1	6	-5
CCOC(=O)c1ccc(NC(=O)C(C)Sc2nc(O)c(-c3ccccc3)c(=O)[nH]2)cc1 (configuration not stated)	98	20	2.9	-20	96	-3	-0.5	0.9	11	1
CC(C)CN(CCCNC(=O)CN1C(=O)CSc2ccc(S(=O)(=O)N3CCOCC3)cc21)CC(C)C	103	-2	0.9	2	101	-7	-0.3	1.2	4	-6
COc1ccc(OC)c(N2C(=O)CC(Cc3cc(C)cc(C)c3)C2=O)c1 (configuration not stated)	98	-3	1.6	3	96	-1	0.2	1.2	8	5
Cc1cc2c(cc(C(=O)OC(C(=O)NCc3ccco3)C(C)C)n2C)o1 (configuration not stated)	87	15	1.1	-15	96	-4	0.2	1	11	15
COc1ccc(C(=O)Nc2ccc(S(=O)(=O)N3CCCC3)cc2)c(OC)c1	97	-14	3.0	14	89	-8	-0.1	0.88	13	3
Cc1nc(SCCC(=O)O)c2ccccc2n1	96	3	0.3	-3	97	-1	-0.3	1.2	10	3
Cc1[nH]c(=O)[nH]c(=O)c1CSc1nnc(CCCCCNC(=O)OC(C)(C)C)o1	96	1	2.5	-1	102	-9	0.2	1.1	2	4
Cc1ccc2c(c1C)OC(=O)CC2(C)C	90	1	2.3	-1	99	-8	-0.3	0.97	0	12
CC(=O)Nc1cccc(NC(=O)C(=O)c2cn(CC(=O)N3CCCCC3)c3ccccc23)c1	122	36	3.6	-36	112	30	0.0	1	-7	-26
Cc1ccsc1-c1ccnc(-n2cccc2)n1	105	8	0.7	-8	146*	1	-0.3	0.71	-43	-5
COc1ccc(C2=NN(C(=O)CSc3nc4ncc(Cl)cc4[nH]3)C(c3ccco3)C2)cc1 (configuration not stated)	106	6	2.1	-6	110	-6	0.1	1.9	-2	-6
CC(C)(C)OC(=O)N/N=C/c1ccc(N2CCOCC2)s1	113	15	2.3	-15	129	7	-0.3	1.3	-34	-15
CCOC(=O)c1c(C)nc2sc3c(=O)n(-c4ccc(OC)cc4)cnc3c2c1-c1ccc(OC)cc1	103	-1	5.0	1	102	0	-0.1	0.98	7	-1
Cc1cc(C)c(NC(=O)C2CC(=O)N(c3ccc4c(c3)OCCO4)C2)c(C)c1 (configuration not stated)	106	-6	0.8	6	96	-1	-0.3	0.82	12	-6
CCOc1ccccc1N1C(=O)CC(N(O)c2ccccc2)C1=O (configuration not stated)	97	17	2.0	-18	103	-7	-0.3	1.3	6	3
COc1cc(Cl)c(S(=O)(=O)NCc2cccnc2)cc1Cl	97	12	0.9	-12	99	-1	-0.3	0.87	5	3
CCN(CC)C(=O)CN(c1cc(Cl)ccc1OC)S(=O)(=O)c1ccc(C)c([N+](=O)[O-])c1	93	3	1.2	-3	104	-5	-0.1	0.78	0	8
Cc1cc(NC(=O)c2noc3c2CCc2ccccc2-3)n(-c2ccccc2)n1	101	-14	5.3	14	103	-4	-0.3	0.98	-3	0
O=C(COc1ccc(Cl)cc1Cl)NCCC1=CCCCC1	102	6	1.4	-6	91	-6	-0.1	1.3	21	-3
COc1ccc(Nc2cc(C(=O)NCCCN3CCOCC3)c3ccccc3n2)cc1OC	100	-1	0.5	1	104	12	0.3	0.89	-3	-1
CCOC(=O)c1ccc(NC(=S)N(CCCN2CCCC2)Cc2ccco2)cc1	102	-6	0.7	6	100	-4	0.0	1.1	4	-2
FC(F)(F)c1cccc(Cn2nnnc2-c2ccc(Cl)cc2)c1	105	-2	4.4	2	94	-6	-0.4	1.4	13	-5
CCOC(=O)c1[nH]c(C)c(C(=O)Nc2ccc(Cl)cc2)c1C	99	3	2.6	-3	92	-3	-0.1	0.94	15	1

Assay outcomes as filed in PubChem BioAssay.
